ALOX15B inhib – blocks human 15-lipoxygenase 2 activity | O15296 | purified 15hLO-2, xylenol orange hydroperoxide absorbance | Potency, µM (top dose mostly 57.1 µM), for the others: top-dose activity change, negative = inhibition, actives largely listed as inhibitors | actives 0.56% (n = 110,000) | AID 881; further: potency means the concentration at half of the fitted maximal effect; nearly all actives have a fitted effect of over 60% in size; many of its hits are not listed in these tables
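Purified human 15hLO-2 (50 nM) preincubated 15 min with compound, then 45 uM arachidonic acid for 90 min at RT in 25 mM Hepes pH 7.5, 0.01% Triton X-100. Hydroperoxide detected by Fe-xylenol orange; 573/405 nm absorbance ratio.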
12-hLO inh – 12-hLO (ALOX12) enzyme inhibition | P18054 | purified 12-hLO, xylenol orange hydroperoxide absorbance | Potency, µM (top dose mostly 57.1 µM), for inactives: top-dose activity change, negative = inhibition, actives largely listed as inhibitors | actives 0.12% (n = 150,000); further: potency means the concentration at half of the fitted maximal effect; nearly all actives have a fitted effect of over 55% in size; many of its hits are not listed in these tables
Target sequence (P18054 whole entry, looked up): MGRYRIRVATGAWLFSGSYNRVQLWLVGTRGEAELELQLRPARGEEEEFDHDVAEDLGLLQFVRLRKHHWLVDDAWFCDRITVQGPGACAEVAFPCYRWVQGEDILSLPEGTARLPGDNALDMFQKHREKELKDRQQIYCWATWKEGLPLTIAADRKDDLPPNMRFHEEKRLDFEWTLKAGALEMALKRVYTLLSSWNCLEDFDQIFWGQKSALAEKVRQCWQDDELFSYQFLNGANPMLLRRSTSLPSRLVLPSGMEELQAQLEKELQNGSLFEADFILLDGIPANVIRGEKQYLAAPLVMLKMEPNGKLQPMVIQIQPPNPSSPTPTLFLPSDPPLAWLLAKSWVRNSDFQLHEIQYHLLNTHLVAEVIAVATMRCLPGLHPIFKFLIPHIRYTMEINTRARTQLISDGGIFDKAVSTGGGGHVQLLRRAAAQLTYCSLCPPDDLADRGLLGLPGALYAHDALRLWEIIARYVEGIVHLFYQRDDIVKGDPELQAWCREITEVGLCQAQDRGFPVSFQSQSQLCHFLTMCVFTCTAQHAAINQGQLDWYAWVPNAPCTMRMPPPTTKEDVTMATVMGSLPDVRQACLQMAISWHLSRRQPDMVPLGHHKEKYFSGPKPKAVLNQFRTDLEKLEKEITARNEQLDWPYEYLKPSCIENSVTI
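Lipoxygenase turnover measured by absorbance at 573 and 405 nm after Fe-XO development. Human 12hLO 150 nM, arachidonate 40 uM, pH 7.0 Hepes buffer with detergent; 15 min compound preincubation, 30 min reaction.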
IMPase cell inh – IMPase inhibition in cells. CHO-M1 cells, IP1 accumulation, HTRF TR-FRET ratio. inhibition (IP1 accumulation), % at 46.1 µM. 120,000 tested, under 10 active. AID 901. P97697; active means well fitted curve in the direction sought with a large enough effect in the signal ratio, not every such curve was filed as active; inconclusive means small, poorly fitted or top-dose-only effect, or a change in a side signal; inactive means no such curve, though single readings can be large or run the other way; the % refers to the signal ratio;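 further: cells stimulated with carbachol in lithium chloride buffer; plate controls were DMSO basal wells for no effect and reference inhibitor wells for full effect; higher means more IMPase inhibition seen as more IP1 and lower FRET ratio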
Target sequence (P97697 whole entry, looked up): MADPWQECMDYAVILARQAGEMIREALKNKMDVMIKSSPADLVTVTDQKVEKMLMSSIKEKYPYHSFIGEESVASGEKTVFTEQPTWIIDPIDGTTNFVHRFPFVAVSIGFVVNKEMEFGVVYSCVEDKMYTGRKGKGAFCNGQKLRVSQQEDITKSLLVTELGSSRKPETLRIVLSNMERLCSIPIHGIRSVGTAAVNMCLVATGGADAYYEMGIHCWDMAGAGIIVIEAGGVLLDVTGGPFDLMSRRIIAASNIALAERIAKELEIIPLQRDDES
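Seeded CHO-M1 cells were dosed with compound at up to 46 uM, stimulated with carbachol for 30 min, then lysed in IP-One detection reagents. Higher IP1 lowers the TR-FRET signal.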
PNC inhibitor – perinucleolar compartment assembly inhibition; PC3M PTB-GFP, PNC prevalence imaging, 16 h; hits give low values; activity change (PNC), negative = inhibition, % at 10 µM; actives 3.1% (n = 140,000);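 active means readout at or below -70, meaning at least 70% loss of cells showing the perinucleolar compartment, a nuclear body marking cancer cells; inconclusive means readout between -30 and a set limit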;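 further: plate controls were DMSO wells for no effect and camptothecin positive control wells for full effect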
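Compounds are pinned in duplicate onto adhered PC3M cells stably expressing GFP-tagged PTB and incubated 16 h at 37 C. Cells are then fixed, nuclei stained with Hoechst, and PNC-positive cells counted.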
The depositor's hits bear a star; ? = inconclusive; / = no result given; [ ] = dose if it differs, or a comment. Unless noted, the call rests on the fitted dose curve; in most records, active means well fitted curve in the direction sought with a large enough effect; inconclusive means small, poorly fitted or top-dose-only effect, or another doubt; inactive means no such curve, though single readings can be large; an effect the other way counts as inactive or inconclusive. Unless noted, on the % scale 0 is the no-effect control and ±100 the full control effect.

SMILES	ALOX15B inhib	12-hLO inh	IMPase cell inh	PNC inhibitor
c1coc(C2Nc3ccccc3-c3nc4ccccc4n32)c1 (stereo unspecified)	6%	6%	-9	?
O=[N+]([O-])c1cc(S(=O)(=O)c2ccc(N3CCCCC3)c([N+](=O)[O-])c2)ccc1N1CCCCC1	/	1%	/	38
OC(CNC1CCCC1)COc1c(F)cc(Br)cc1F (stereo unspecified)	10%	6%	5	10
CCOc1ccc(OCC)c(NC(=O)CC2Oc3ccc(C)cc3NC2=O)c1 (stereo unspecified)	-21%	-7%	4	23
Cc1cccc(C)c1NC1=NC2(CCCCC2)N=C(N)N1	-2%	1%	8	9
Cc1cc(C)cc(OCC(=O)OCCN2C(=O)c3ccccc3C2=O)c1	-18%	-4%	-3	-19
COC(=O)Cc1cc(=O)n(-c2ccccc2)[nH]1	-15%	-10%	12	?
C/C(=N\OCC(=O)N/N=C/c1ccccc1)c1cccs1	5%	-4%	-5	2
Cc1ccc2nc(SCC(=O)Nc3c(C)n(C)n(-c4ccccc4)c3=O)[nH]c2c1	0%	4%	8	16
CCN(CC)CCSc1nc(O)c(-c2ccccc2)c(=O)[nH]1	7%	-5%	4	?
Cc1cc(C(=O)NCc2ccco2)cs1	-5%	5%	-13	?
CN(C)Cc1ccc(O)c(CN(C)C)n1	-4%[11.4 µM]	-1%[11.4 µM]	/	/
COCCCn1cnc2c(c1=O)c1nc3ccccc3nc1n2-c1ccc(C)cc1	-10%	4%	-7	?
CC(=O)OC(C)(C)C1Cc2cc3ccc(=O)oc3cc2O1 (stereo unspecified)	-15%	-6%	/	/
CC(C)(C)OC(=O)NNC(=S)NCc1ccc(Cl)cc1	-28%	-9%	-13	-1
O=C(N/N=C/c1ccncc1)c1cccc([N+](=O)[O-])c1	/	-3%	-19	-1
Cc1ccc(CNS(=O)(=O)c2ccc(C(C)(C)C)cc2)n1C	-4%	-4%	0	38
C=CCn1c(SCc2nc3ccccc3[nH]2)nnc1-c1cccc(OC)c1	50%[activator]	-6%	1	15
Cc1c(O)ccc2c3c(c(=O)oc12)CCC(C)C3 (stereo unspecified)	-5%	-13%	-14	?
C=CCN(C(=O)CCC(=O)O)C1CC(=O)N(c2ccc(OCCC)cc2)C1=O (stereo unspecified)	-1%	-3%	-16	?
Cn1c(=O)[nH]c(=O)c2c1nc(Br)n2Cc1ccccc1Cl	-9%	-3%	2	-19
O=C(Nc1c(Cl)cc(Cl)cc1-c1nc2ccccc2s1)c1ccc(Br)o1	-10%	-7%	-11	?
O=C(NCCSc1c(-c2ccccc2)[nH]c2ccccc12)c1cc2ccccc2oc1=O	/	0%	/	-86*
Cc1cc(C)c2nc(-c3ccccn3)cc(C(=O)Nc3ccc(S(=O)(=O)Nc4cc(C)on4)cc3)c2c1	-27%	3%	3	60

Record cards, from the list above. Order of values: ALOX15B inhib, 12-hLO inh, IMPase cell inh, PNC inhibitor
`CC(=O)OC(C)(C)C1Cc2cc3ccc(=O)oc3cc2O1` (stereo unspecified) is listed as -15%, -6%, /, /
`Cn1c(=O)[nH]c(=O)c2c1nc(Br)n2Cc1ccccc1Cl` is listed as -9%, -3%, 2, -19
`O=C(Nc1c(Cl)cc(Cl)cc1-c1nc2ccccc2s1)c1ccc(Br)o1` is listed as -10%, -7%, -11, ?
`Cc1ccc(CNS(=O)(=O)c2ccc(C(C)(C)C)cc2)n1C` is listed as -4%, -4%, 0, 38

Following part
SMILES	ALOX15B inhib	12-hLO inh	IMPase cell inh	PNC inhibitor
CCOc1ccc(C)cc1S(=O)(=O)n1ccnc1	20%	10%	0	-3
Cc1cccc2sc(NC(=O)c3cccc(S(=O)(=O)N4CCc5ccccc54)c3)nc12	/	0%	/	-23
COc1ccc(C(=O)N/N=C/c2ccc(OC(=O)c3ccccc3)cc2)cc1	/	-2%	/	39
COc1ccc(/C=C2\CCCC3C2=NC(=S)NC3c2ccc(OC)cc2)cc1 (stereo unspecified)	/	14µM*	/	40
COc1ccc(-c2cc(-c3ccc(OC)c(OC)c3)n[nH]2)c(O)c1	-5%	-14%	5	4
O=C(NCCC1=CCCCC1)C1CCN(S(=O)(=O)N2CCOCC2)CC1	-2%	3%	6	?
CC1CCC(NC(=O)N(CCCl)N=O)CC1 (stereo unspecified)	0%	-5%	/	/
COc1cccc(C2SCC(=O)N2c2ccc(C)cc2)c1OC (stereo unspecified)	/	2%	/	?
Cc1ccc(N2CCN(C(=O)c3ccccc3NC(=O)C3CC=CCC3C(=O)O)CC2)cc1 (stereo unspecified)	-1%	5%	-13	54
Cc1ccccc1NC(=O)CN1C(=O)NC2(CCCCC2)C1=O	11%	-3%	-13	-27
COc1ccc(N=C2C(=O)N3c4c(cccc42)C(C)=CC3(C)C)cc1	/	-1%	4	2
COC(=O)c1c(C)oc2ccc(NS(=O)(=O)c3cc(OC)ccc3OC)cc12	4%[2.29 µM]	-15%	-1	?
C=C(C)CNC(=S)NNC(=O)CCn1c2ccc(Cl)cc2c2cc(Cl)ccc21	/	?	-1	28
Cc1ccc(-c2nc(CS(=O)(=O)CC(=O)N3CCCCCC3)c(C)o2)cc1	-2%	-3%	0	-24
C[n+]1ccc(/C=C/c2ccc(Br)cc2)cc1	3%	0%	13	14
Cc1ccc(C(=O)Nc2nnc(-c3ccco3)o2)cc1C	/	?	-13	10
O=S(=O)(NCc1ccco1)c1cccc2cccnc12	/	-1%	-4	-100*
O=C(c1ccco1)N1CCC2(CCN(Cc3nccs3)CC2)CC1	3%	3%	/	/
CCn1cc(C(=O)OCC(=O)Nc2c(C)n(C)n(-c3ccccc3)c2=O)c(=O)c2ccc(C)nc21	2%	-5%	5	25
CCCc1cc(=O)[nH]c(SCC(=O)C(C)(C)C)n1	-9%	-5%	-7	-10
COCCNC(=O)c1ccccc1-c1nc(-c2ccccc2OC)no1	1%	-4%	2	5
Fc1ccccc1N1CCN(c2ncnc3[nH]ncc23)CC1	11%	8%	4	-15
Cc1conc1NC(c1cccs1)c1ccc2cccnc2c1O (stereo unspecified)	4%	?	3	15
CCS(=O)(=O)N1CCC(C(=O)c2ccc(Cl)cc2)CC1	/	0%	-7	-10
CCOC(=O)c1ccc(S(=O)(=O)Nc2ccc3cn[nH]c3c2)cc1	-2%	-7%	8	-27
C[N+](C)(N)Cc1nc(-c2ccc(Cl)cc2)no1	-4%[11.4 µM]	-3%[11.4 µM]	/	/
CCOC(=O)c1c(NC(=O)C2COc3ccccc3O2)sc2c1CC(C)(C)NC2(C)C (stereo unspecified)	/	-2%	0	?
CC1CCN(CCOc2cccc(Br)c2)CC1	/	-1%	/	13
O=C(Cc1ccccc1)NCCSCc1ccco1	-3%	1%	4	20
COc1ccc(CCn2c(=O)[nH]c3cc(C(=O)NCCN4CCOCC4)ccc3c2=O)cc1OC	7%	1%	6	?
COc1ccc(OCC(=O)NC2CC(C)(C)NC(C)(C)C2)cc1	4%	0%	-2	-13
CCOC(=O)c1cc(-c2ccccc2)sc1NC(=O)CSc1nnnn1C	-13%	-11%	4	11
O=C(NC(Cc1ccccc1)C(=O)O)/C(=C\c1ccco1)NC(=O)c1ccccc1Br (stereo unspecified)	/	-6%	/	16
CC(C)Cc1nnc(NC(=O)CC(=O)Nc2ccccc2C(=O)O)s1	-6%	-2%	-4	19
O=C(/C=C/c1ccc([N+](=O)[O-])cc1)NCc1cccs1	/	0%	/	-6
Cc1ccc(Cn2c(Sc3ncccn3)nc3c2c(=O)[nH]c(=O)n3C)cc1	-5%	3%	-2	-24
CS(=O)(=O)N1CCCC(c2nc(-c3ccc(S(=O)(=O)NCc4ccccc4)cc3)no2)C1 (stereo unspecified)	-2%	-6%	7	-1
O=C1c2ccccc2C(O)N1Cc1ccccc1Cl (stereo unspecified)	/	-1%	4	0
N#Cc1ccc(CN2CC[C@@]3(CCCN(C(=O)c4ccco4)C3)C2)cc1	7%	-6%	/	/
CN1CCN(c2ncc3nc(-c4ccccc4)c(=O)n(CCC#N)c3n2)CC1	6%	1%	/	/
CC(Oc1ccc(C(=O)NC2CCCCC2)cc1)C(=O)O (stereo unspecified)	1%	-22%	10	4
CC1CC(NNC(=O)c2ccccc2)=Nc2ccccc2N1C (stereo unspecified)	/	0%	/	17
Cc1ccc(CN2CCN(CC(=O)NC(C)CCc3ccccc3)C2=O)cc1 (stereo unspecified)	11%	-3%	3	?
O=C(CSCc1n[nH]c(=O)[nH]1)NCCOc1cccc(Oc2ccccc2)c1	5%	-7%	27	31
Cc1cc(-c2csc(N)n2)c(C)n1C	-2%	-23%	15	?
C=CCN1C(=O)C(CC(=O)Nc2ccc(OC)cc2)N(Cc2ccco2)C1=S (stereo unspecified)	?	-4%	-3	8
Cc1cccc(N2C(=O)C(Oc3ccc(Cl)cc3Cl)C2C=O)c1C (stereo unspecified)	/	-3%	/	-8
CC(C)(C)c1ccc(C(O)CCCN2CCC(C(O)(c3ccccc3)c3ccccc3)CC2)cc1 (stereo unspecified)	8%	-5%	0	2

Shown with each value named: part of the list above
> N#Cc1ccc(CN2CC[C@@]3(CCCN(C(=O)c4ccco4)C3)C2)cc1
- ALOX15B inhib: 7%
- 12-hLO inh: -6%
- IMPase cell inh: /
- PNC inhibitor: /

> CC1CC(NNC(=O)c2ccccc2)=Nc2ccccc2N1C (stereo unspecified)
- ALOX15B inhib: /
- 12-hLO inh: 0%
- IMPase cell inh: /
- PNC inhibitor: 17

> C=CCN1C(=O)C(CC(=O)Nc2ccc(OC)cc2)N(Cc2ccco2)C1=S (stereo unspecified)
- ALOX15B inhib: ?
- 12-hLO inh: -4%
- IMPase cell inh: -3
- PNC inhibitor: 8

> CC(C)(C)c1ccc(C(O)CCCN2CCC(C(O)(c3ccccc3)c3ccccc3)CC2)cc1 (stereo unspecified)
- ALOX15B inhib: 8%
- 12-hLO inh: -5%
- IMPase cell inh: 0
- PNC inhibitor: 2

More results follow.
SMILES	ALOX15B inhib	12-hLO inh	IMPase cell inh	PNC inhibitor
CC(NC(c1ccccc1)c1ccccc1)C(=O)N1CCCc2ccccc21 (stereo unspecified)	/	0%	/	-19
Cc1cccc2cc(CN(Cc3cccs3)S(=O)(=O)c3ccc4c(c3)OCCO4)c(=O)[nH]c12	/	-1%	10	-20
CC(=O)Nc1ccc(C(=O)N2CCCC2)cc1	2%	4%	-16	-24
O=C(/C=C/c1ccc2c(c1)OCO2)c1ccco1	/	0%	0	7
Cc1cc2nnc(SC(C)C#N)n2c2ccccc12 (stereo unspecified)	/	0%	-4	210
CCn1c(NC(=O)c2cccs2)c(-c2cccs2)c(=O)c2ccccc21	3%	-5%	8	35
Cc1ccc(C)c(Nc2ncccc2C(=O)NCc2cccs2)c1	/	0%	/	-19
CCOC(=O)N1CCC(N(CCOC)C(=O)Nc2ccc(Cl)c(Cl)c2)CC1	1%	-4%	4	26
COc1ccc2nc(N3CCCC3)[nH]c2c1	-7%	9%	22	-21
Cc1ccc(S(=O)(=O)NCC(=O)N(CC(=O)NC(C)(C)C)Cc2cccs2)cc1	-1%	4%	2	?
CCCCCCCCCCCCCCCCCC(=O)O[C@H](CC(=O)O)C[N+](C)(C)C	6%	-3%	13	/
COc1ccc(N2CCN(c3nc(=S)n(-c4ccccc4)c(C)c3C(C)=O)CC2)cc1	-4%	-7%	-14	0
CCOC(=O)c1cccc(NC(=O)CSc2nnc(COc3ccccc3)n2CC)c1	-10%	-7%	4	-15

Some values from the results shown:
CCn1c(NC(=O)c2cccs2)c(-c2cccs2)c(=O)c2ccccc21 | PNC inhibitor = 35
CCCCCCCCCCCCCCCCCC(=O)O[C@H](CC(=O)O)C[N+](C)(C)C | ALOX15B inhib = 6%
CC(=O)Nc1ccc(C(=O)N2CCCC2)cc1 | PNC inhibitor = -24
Cc1cccc2cc(CN(Cc3cccs3)S(=O)(=O)c3ccc4c(c3)OCCO4)c(=O)[nH]c12 | IMPase cell inh = 10

Screening data (PubChem BioAssay)
